Screens (PubChem BioAssay)
APP transl inh = APP translation inhibition. SH-SY5Y APP 5'UTR-luciferase reporter, luminescence. inhibition, % at 2 µM. hit rate 0.82% among 190,000;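 active means inhibition above a set limit, derived from the sample mean plus 3 SD, cut at about 45% in these data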; further: values of inactives mirror those of a sister screen read the other way
NF-kB neuron act = NF-kB expression increase, human neuronal cells; AID 1239; hit rate 1.6% among 190,000; NF-kB reporter expression; hits give high values; fold change at 12.5 µM; in the data active means fold change above about 3.3
STAT3 blocker = STAT3 signaling inhibition; hit rate 0.89% among 190,000; U3A cells, IL-6 STAT3-luciferase reporter, luminescence; host cell line lacks STAT1; inhibition, % at 5.5 µM;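 active means inhibition above the mean inhibition across all screened compounds plus 3 SD, cut at about 44% in these data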;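 further: 0% = DMSO only wells and 100% = 100 µM nifuroxazide control wells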
STAT1 blocker = STAT1 signaling inhibition; NIH 3T3 STAT1-luciferase reporter, IFN-gamma, luminescence; inhibition, % at 5.5 µM; hit rate 0.35% among 200,000; AID 920;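 active means inhibition above a set limit, the mean inhibition across all tested compounds plus 3 SD, cut at about 34% in these data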;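 further: 0% = IFN-gamma with DMSO and 100% = IFN-gamma with 300 µM nifuroxazide; values of inactives mirror those of a sister screen read the other way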
STAT3 activator = STAT3 signaling activation; U3A cells, IL-6 STAT3-luciferase reporter, luminescence; 100% = signal with IL-6 EC80 alone; activation (% of control), % at 5.6 µM; hit rate 0.91% among 190,000; AID 871;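 active means activation above the screen-wide mean of compound activation plus 3 SD, cut at about 130% in these data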;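 further: 0% = background luminescence of wells with medium and substrate only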
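Test system: STAT3-luciferase reporter U3A cells; Detection: reporter luminescence signal; Times: 1 h compound pre-exposure, 6 h IL-6 stimulation, 37 °C; Benchmarks: IL-6-only high control; Also added: IL-6 stimulus at 33 ng/mL final.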
STAT1 activator = activators of IFN-gamma induced STAT1 signaling | activation (% of control), % at 5.5 µM | NIH 3T3 STAT1-luciferase reporter, luminescence; 100% = IFN-gamma alone, no compound | hit rate 2.6% among 200,000 | AID 932;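 active means activation above the screen-wide mean activation plus 3 SD, cut at about 130% in these data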;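 further: raw ratio to IFN-gamma control signal so 100% means no change and 0% no light; values of inactives mirror those of a sister screen read the other way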
FLuc inhib CS = counter-screen for luciferase assay inhibitors: firefly luciferase inhibition. P08659. ATPLite firefly luciferase biochemical luminescence, 10 min. inhibition, % at 10 µM. hit rate 1.5% among 200,000;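 active means inhibition above about 50% when tested at 10 µM, limit read from the data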
Target sequence (P08659 whole entry, looked up): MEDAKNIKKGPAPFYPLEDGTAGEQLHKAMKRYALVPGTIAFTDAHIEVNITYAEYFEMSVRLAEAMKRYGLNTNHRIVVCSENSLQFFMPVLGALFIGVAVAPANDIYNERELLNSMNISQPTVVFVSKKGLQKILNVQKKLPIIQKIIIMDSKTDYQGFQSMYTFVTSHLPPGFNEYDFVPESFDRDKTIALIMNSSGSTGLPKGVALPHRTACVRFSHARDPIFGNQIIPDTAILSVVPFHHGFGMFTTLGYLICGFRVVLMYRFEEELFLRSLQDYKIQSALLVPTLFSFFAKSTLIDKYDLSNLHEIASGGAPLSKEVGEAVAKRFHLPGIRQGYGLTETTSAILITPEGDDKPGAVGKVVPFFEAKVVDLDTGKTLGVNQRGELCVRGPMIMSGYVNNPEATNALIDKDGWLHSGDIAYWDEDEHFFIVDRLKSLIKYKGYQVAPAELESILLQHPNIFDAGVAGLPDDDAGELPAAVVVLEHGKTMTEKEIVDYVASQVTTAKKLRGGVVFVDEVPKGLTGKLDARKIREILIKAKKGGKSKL
APP 5'UTR act = activates APP 5'UTR luciferase reporter; SH-SY5Y APP 5'UTR luciferase reporter, luminescence; zero percent = DMSO vehicle wells; activation, % at 2 µM; hit rate 1% among 190,000;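 active means activation above a set limit, based on mean plus 3 SD of controls, cut at about 140% in these data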; further: values of inactives mirror those of a sister screen read the other way
FLuc stim CS = firefly luciferase counter-screen for stimulation assays | P08659 | ATPlite luciferase biochemical, luminescence, 10 min; 0 = ATP-free wells, 1 = DMSO control | activation factor at 10 µM | 200,000 tested, under 10 active;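 active means luciferase activation factor, scaled between plate controls, of at least 2 with compound at 10 µM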
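test system = cell-free luciferase reagent | medium = PBS as buffer for the ATP substrate | dosing = test compounds dosed from 2 mM stocks in 100% DMSO | incubation = 10 min at ambient temperature | detection = luminescence measurement of luciferase light output | benchmarks = low control with PBS replacing ATP, high control enzyme plus ATP without compound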
ROMK mod = human ROMK K+ channel modulation, primary screen; P48048; Tet-inducible ROMK, thallium flux fluorescence; actives lie on both sides; B-score at 10 µM; hit rate 2% among 130,000; AID 1918;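 active means signal ratio slope over the read window, or its plate-corrected B-score, at least 3 SD from the plate mean, either direction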;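 further: B-score of the F/F0 ratio slope over 7 to 12 s after thallium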
Target sequence (P48048 whole entry, looked up): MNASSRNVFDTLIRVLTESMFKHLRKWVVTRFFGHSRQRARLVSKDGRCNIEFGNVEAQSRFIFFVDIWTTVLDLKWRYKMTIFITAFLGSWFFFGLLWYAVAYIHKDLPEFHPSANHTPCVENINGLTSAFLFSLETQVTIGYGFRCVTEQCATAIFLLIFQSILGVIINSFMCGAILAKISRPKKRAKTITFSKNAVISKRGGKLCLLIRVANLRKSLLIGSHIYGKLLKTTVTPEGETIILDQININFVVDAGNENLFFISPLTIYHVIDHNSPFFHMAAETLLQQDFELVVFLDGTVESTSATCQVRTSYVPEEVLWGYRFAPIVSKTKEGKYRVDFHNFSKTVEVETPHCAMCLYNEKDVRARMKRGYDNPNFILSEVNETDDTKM
Active calls of the source: *; · = no result given.

SMILES,APP transl inh,NF-kB neuron act,STAT3 blocker,STAT1 blocker,STAT3 activator,STAT1 activator,FLuc inhib CS,APP 5'UTR act,FLuc stim CS,ROMK mod
O=C1OCCC1Sc1nnc(-c2cccnc2)n1-c1ccccc1F (configuration not stated),15,1.3,4,6,104,95,-11,-15,1.1,0.051
COc1ccc2[nH]c(C(O)(Cc3cccnc3)Cc3cccnc3)cc2c1,-8,1.1,5,-1,98,101,-2,8,1,·
CCC(C)(C(=O)NC1CCCCC1)N(CC1CCCO1)C(=O)Cc1cccs1 (configuration not stated),24,0.96,3,6,98,95,0,-24,1,-7.8*
O=C(NCC(=O)N1CC(O)CC1C(=O)N1CC(O)CC1C(=O)OCc1ccccc1)OCc1ccccc1 (configuration not stated),-15,1.3,10,5,99,96,-3,15,1,0.29
O=C(N/N=C/C=C\c1ccccc1[N+](=O)[O-])c1ccccn1,-12,1.2,4,-9,101,108,8,12,0.9,·
CCc1ccc(S(=O)(=O)Nc2ccc(-c3nc4cccnc4s3)cc2)s1,-57,1.4,-9,-28,115,126,-4,57,1,·
COc1ccc(/C=N/NC(=O)c2ccc(Br)cc2)cc1Cn1cc(Cl)cn1,-4,1.1,-6,6,108,95,0,4,1,0.51
C=C(C)C1CC=C(C)/C(=N/NC(=O)c2ccoc2C)C1 (configuration not stated),-29,1.3,3,-43,98,138*,-4,29,1,-0.58
Cc1ccc2nc(/C=C/c3cccc(F)c3)ccc2c1,-214,7.4*,6,-107,99,194*,52*,214*,0.5,0.58
CCOc1ccc(NC(=S)Nc2ccc(OC)cc2)cc1,8,1.1,10,-5,98,103,-4,-8,1,0.4
CN(CCOc1ccc(-c2ccn(S(=O)(=O)c3cccc4ccccc34)n2)cc1)c1ccccn1,1,1.1,14,-4,93,104,-5,-1,1.1,·
Cc1cc(C)c(NC(=O)Cn2nnc(C(=O)NCc3cccs3)c2N)c(C)c1,-7,1.2,-2,0,106,100,-2,7,1,·
O=c1oc2ccc(Br)cc2cc1S(=O)(=O)c1ccc(F)cc1,-4,1.3,19,1,82,99,-6,4,1.1,-0.053
C=CCNC(=O)c1ccc(-c2cccc([N+](=O)[O-])c2)o1,-35,2,0,-31,106,126,3,35,1,-0.99
COC(=O)c1cccc(C(=O)Nc2ccc(F)cc2)n1,1,0.91,7,-6,97,105,-2,-1,1,·

2 entries picked at random from the list so far, as already listed:
SMILES,APP transl inh,NF-kB neuron act,STAT3 blocker,STAT1 blocker,STAT3 activator,STAT1 activator,FLuc inhib CS,APP 5'UTR act,FLuc stim CS,ROMK mod
O=C(N/N=C/C=C\c1ccccc1[N+](=O)[O-])c1ccccn1,-12,1.2,4,-9,101,108,8,12,0.9,·
C=CCNC(=O)c1ccc(-c2cccc([N+](=O)[O-])c2)o1,-35,2,0,-31,106,126,3,35,1,-0.99

ROMK mod: hit marks shown above.
Molecule | APP transl inh | NF-kB neuron act | STAT1 blocker | STAT3 activator | STAT1 activator | APP 5'UTR act | ROMK mod
CCC(C)(C(=O)NC1CCCCC1)N(CC1CCCO1)C(=O)Cc1cccs1 (configuration not stated) | 24 | 0.96 | 6 | 98 | 95 | -24 | -7.8*

Later entries.
SMILES,APP transl inh,NF-kB neuron act,STAT3 blocker,STAT1 blocker,STAT3 activator,STAT1 activator,FLuc inhib CS,APP 5'UTR act,FLuc stim CS,ROMK mod
COCc1nc2ccccc2n1CCCOc1ccccc1,-6,1.4,9,0,92,100,-3,6,1,-0.87
CC(=O)c1c(C(C)=O)c(C)n(-c2nc(-c3cccs3)c(C)s2)c1C,-21,0.81,0,8,105,93,-3,21,1,·
CSc1ccc(CN(C)CC(=O)Nc2cccc(Br)c2)cc1,-24,0.79,-11,10,112,91,-3,24,1,·
NC(=O)C(c1ccccc1)C1CCCCC1 (configuration not stated),9,1.1,-8,3,107,98,-5,-9,1.1,-1.6
Cc1ccc(S(=O)(=O)Nc2cc(NC(=O)CN3CCOCC3)ccc2Cl)cc1,7,1.1,-4,2,108,99,-3,-7,1,·
Fc1ccc(-c2nnc(CSc3nnc4ccccn34)o2)cc1,-10,2,-8,-26,105,124,-2,10,1,0.011
O=C(Nn1c(C2CCCCC2)nc2ccccc2c1=O)c1ccc([N+](=O)[O-])cc1,-14,1.2,12,5,90,95,-7,15,1.1,0.2
COc1ccc(/C=N/NC(=O)C2C(=O)NCC2c2ccccc2)c(OC)c1 (configuration not stated),-13,1.9,4,-4,97,103,-8,13,1.1,0.3
CN(C)CCNc1oc(COc2ccc(-c3ccccc3)cc2)nc1C#N,-20,0.98,27,10,83,91,-1,20,1,·
Cc1c(NC(=O)c2cc(C3CC3)on2)c(=O)n(-c2ccccc2)n1C,-3,1.3,-13,0,119,100,-1,3,1,·
CC(Oc1ccc(C(C)(C)C)cc1)c1ccnc2nc(/N=C/N(C)C)nn12 (configuration not stated),-8,1.1,5,-22,102,120,-3,8,1,·
O=C(NN=C1CCCC1)c1n[nH]c2c1CCC2,94*,·,-1,-16,107,115,1,-94,1,-0.08
CC(NC(=O)CN1CCCC1)C12CC3CC(CC(C3)C1)C2 (configuration not stated),-17,0.97,8,3,96,98,-4,17,1,·
CC(/C=N/NC(=O)Cc1cc(=O)[nH][nH]1)=C\c1ccccc1,-11,1.4,5,-2,100,102,15,11,0.8,·
O=C1/C(=C\c2cccnc2)CN(Cc2ccccc2)C/C1=C\c1cccnc1,97*,2.1,-2,12,101,89,-8,-97,1.1,·
N#C/C(=C\c1ccc(-c2cccc([N+](=O)[O-])c2)o1)C(=O)NCCN1CCOCC1,10,1.1,17,-5,88,103,-4,-11,1,-0.025
O=c1c2cccc3c2c(nn1-c1ccccc1)-c1ccccc1-3,-6,1.1,5,3,105,97,-4,6,1,·
Cc1ccc(C(CC(N)=O)c2ccco2)cc1 (configuration not stated),6,0.92,2,13,102,89,-10,-6,1.1,·
COC(=O)c1cc(Cl)c(NC(=O)c2ccc(C(C)(C)C)cc2)cc1OC,-19,0.81,17,0,90,100,0,19,1,·
CCOC(=O)c1oc2cc(O)ccc2c(=O)c1-c1csc(C)n1,-5,1,10,2,99,98,3,5,1,·
C=CCN1C2CCCC1CC(NC(=S)Nc1ccc(Cl)cc1)C2 (configuration not stated),7,0.99,0,-3,105,102,-7,-7,1.1,0.0053
COc1ccc(OC)c(N=C(N)N=C(N)N)c1,3,·,12,0,94,100,-8,-3,1.1,0.74
O=C(Cc1cccs1)N/N=C/C=C\c1ccco1,-21,1.5,-13,-19,115,117,14,21,0.9,0.11
CCCCC(=O)NCc1ccccc1Cl,-9,1.1,-4,-4,105,104,9,9,0.9,0.18
CCn1c(CNC(=O)Cc2ccc(OC)cc2)n[nH]c1=S,1,1.5,8,4,96,95,-1,-1,1,·
O=C1COc2ccc(C(=O)CSc3nnc(-c4cccs4)n3Cc3ccccc3)cc2N1,1,0.55,5,-4,100,103,-1,-1,1,·
CN(CCNC(=O)c1cn(C)c2ccc(S(=O)(=O)N(C)C)cc2c1=O)CCc1ccccc1,·,0.9,0,0,108,100,-6,·,1.1,·
COc1ccc(NC(=O)CSc2nc3ccccc3c(=O)n2-c2ccc3c(c2)OCO3)c(OC)c1,-4,1,-3,-3,105,102,-4,4,1,0.2
COc1ccccc1NC(=S)NCCSc1ccc(C)cc1,0,1.1,8,-4,98,104,-4,0,1,·
Cc1ccc(OCC(=O)N/N=C\c2c(C)[nH]n(-c3ccccc3)c2=O)c([N+](=O)[O-])c1,-15,0.97,-4,2,105,98,6,15,0.9,·
O=C1CC(N2CCC(O)CC2)C(=O)N1c1ccc(Br)cc1 (configuration not stated),10,1.1,-1,2,105,98,-3,-10,1,·
Cn1c(=NC(=O)C2CC2)sc2cccc(F)c21,·,1.3,-8,-21,114,119,4,·,1,·
COc1cccc(/C=C(/C(=O)OCC(N)=O)c2ccccc2)c1,8,1.2,13,0,95,98,-4,-8,1,0.08
CC(=O)Nc1cccc(C(=O)/C=C/c2ccco2)c1,-19,1.6,14,0,94,100,18,19,0.8,-0.4
O=C(C[n+]1cc(-c2ccccc2)n2c1CCC2)N1c2ccccc2Sc2ccccc21,0,0.61,8,3,92,97,-3,0,1,·
CCOC(=O)N1CCN(C(=S)NC(C)(C)C)CC1,3,1.5,4,7,100,102,-8,-3,1.1,-0.19
CCOc1cccc(C(=O)NC(=S)NCc2cccnc2)c1,9,1.2,11,6,92,94,-5,-9,1.1,0.54
COc1cc(OC)c(C2CC(=O)N3CN(c4ccc(C)cc4)CSC3=C2C#N)cc1OC (configuration not stated),-4,1.6,8,-9,98,108,-5,4,1,·
COc1ccc(OCCSc2nnc(-c3ccoc3C)n2C)cc1,7,1.1,27,-5,83,105,0,-7,1,0.2
O=[N+]([O-])c1cc2c(cc1/C=N/NS(=O)(=O)c1ccc(Br)cc1)OCO2,-7,1,8,2,96,98,-8,7,1.1,-0.023
O=C(CSc1nc(C2CCCCC2)n(-c2ccccc2)n1)NCC(F)(F)F,-6,1.1,12,15,93,87,1,6,1,-1.6
Cc1onc(-c2ccccc2Cl)c1C(=O)Nc1ccc(S(=O)(=O)Nc2nccs2)cc1,-8,1,0,-1,104,99,-4,8,1,·
O=C(Cc1ccc(Cl)cc1Cl)OCC(=O)N1CCN(C(=O)c2ccco2)CC1,-17,0.86,4,-4,101,104,-5,17,1,0.0083
c1ccc(CSc2snnc2-c2ccccc2)cc1,9,1.8,8,-10,101,110,-2,-9,1,·
COc1ccc(OCc2ccc(-c3nc4ccccc4c(=O)n3N)o2)cc1,-72,1.3,12,-30,98,127,3,71,1,·
COc1ccc(NC2=C(C)C(=O)CC2)cc1,-12,2.2,22,9,83,92,-9,12,1.1,0.13
CCN(CC)C(=O)CCCC(=O)N(CC)CC,9,0.95,-1,1,106,99,-9,-9,1.1,0.38
O=[N+]([O-])c1cc(Cl)ccc1Sc1cccc2cccnc12,-19,1.2,-8,-1,107,101,-5,19,1,-0.99
CCC(C(=O)Nc1cccc(C(=O)O)c1)c1ccccc1 (configuration not stated),1,0.92,-1,-3,107,101,-8,-1,1.1,-0.044
CC(CCc1ccccc1)NC(=O)/C=C/c1ccccc1 (configuration not stated),-19,1.2,6,-7,96,106,-8,19,1.1,·
CCCS(=O)(=O)N1CCc2cc(OC)c(OC)cc2C1,-5,1.2,1,2,104,98,-4,5,1,·
CC(=O)Nc1cccc(NC(=O)c2ccc([N+](=O)[O-])cc2Cl)c1,-20,1.1,26,0,79,100,1,20,1,0.4
CCC(c1nnc(SCC(=O)Nc2nnc(-c3ccccc3)o2)n1Cc1ccccc1)N(C)C (configuration not stated),-2,1.5,-13,3,115,98,-1,2,1,0.021
N#CC[n+]1cc(-c2ccc(Cl)cc2)n2c1CCC2,18,1.3,5,-2,99,102,-10,-18,1.1,·
O=C(CC1Sc2ccccc2NC1=O)Nc1cccnc1 (configuration not stated),-5,1.3,6,-1,95,101,-4,5,1,·
COc1ccc(C(=O)c2cnc(C(C)C)n2C)cc1,-10,1.6,-3,-3,105,102,-5,10,1,-0.017
Cc1ccc(CS(=O)(=O)CCC(=O)O)cc1,8,1.1,3,-4,100,102,-1,-8,1,-0.027
CCN1C(=O)NC2C1N(S(C)(=O)=O)CCN2S(C)(=O)=O (configuration not stated),4,1,-14,4,112,96,-1,-4,1,0.69
